Compound activity (PubChem)
UBC9 SUMO inh: blocks human SUMOylation mediated by UBC9 | P63279 | HTRF SUMOylation assay, SAE1/SAE2 + UBC9, in vitro | inhibition, % at 35 µM | 290,000 compounds, 0.36% hits; in the data active means inhibition above about 50%, passing the limit was not always enough; further: strong numbers were not always called active
Target sequence (P63279 whole entry, looked up): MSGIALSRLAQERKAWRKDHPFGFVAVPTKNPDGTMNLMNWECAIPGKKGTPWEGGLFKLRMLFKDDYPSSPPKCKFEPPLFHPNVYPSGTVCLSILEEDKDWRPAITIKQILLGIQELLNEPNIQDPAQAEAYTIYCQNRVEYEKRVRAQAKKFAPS
M18AAP inhibitor: blocks P. falciparum M18 aspartyl aminopeptidase. recombinant PfM18AAP, H-Glu-NHMec fluorogenic cleavage. inhibition, % at 7.35 µM. 290,000 compounds, 1.2% hits. AID 1822;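 active means inhibition above the campaign mean inhibition over all tested compounds plus 3 SD, cut at about 28% in these data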;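 further: 0% = plate median of test compound wells and 100% = 2 mM ZnCl2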
HCV NS3 hel inh: blocks Hepatitis C virus NS3 helicase unwinding; NS3 helicase DNA unwinding, Cy5 molecular beacon fluorescence; inhibition, % at 10.9 µM; 290,000 compounds, 0.56% hits;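 active means inhibition above the mean of all tested compounds plus 3 SD, set per campaign, cut at about 35% in these data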;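 further: 0% = DMSO wells and 100% = thioflavine S control wells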
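Test system: hepatitis C virus NS3 helicase domain fragment enzyme. Also added: annealed dual-labelled DNA beacon duplex, ATP-started. Timing: 60 min unwinding reaction at 25 °C after ATP addition. Technique: Cy5 fluorescence. Measure: % inhibition of unwinding.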
DNA FID counter: fluorescent intercalator displacement, NS3 helicase counter-screen; DNA fluorescent intercalator displacement, fluorescence; inhibition, % at 7.9 µM; 290,000 compounds, 0.17% hits; in the data active means inhibition above about 37%;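 further: 0% = vehicle and 100% = reference compound; higher means more ethidium bromide displaced from hairpin DNA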
NALP1 inh: inhibitors of NALP1 inflammasome in yeast. S. cerevisiae NALP1/ASC/caspase-1 growth, X-gal OD620, 72 h. inhibition, % at 10 µM. 280,000 compounds, 0.61% hits. AID 2071; in the data active means inhibition mostly above about 24%, no sharp cut-off; inactive means mostly below about 32%; further: some compounds called inactive have numbers as strong as hits
IMP-1 inhibitor: blocks Pseudomonas aeruginosa IMP-1 metallo-beta-lactamase. purified IMP-1, nitrocefin hydrolysis, epi-absorbance fluorescence. 290,000 compounds, 0.45% hits. inhibition, % at 5.6 µM;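 active means inhibition above the mean plus 3 SD of all compounds in the same screening run, cut at about 4.5% in these data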;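 further: 0% = IMP-1 with DMSO and 100% = DMSO wells lacking enzyme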
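Assay system: purified IMP-1; Quantity: IMP-1 0.2 nM before substrate addition; Medium: HEPES buffer pH 7.1 with ZnSO4 and Brij 35; Incubation: 15 min enzyme–compound preincubation, then 25 min nitrocefin reaction, 25 °C; Signal: fluorescence quenching readout, ex 480/em 530 nm; Controls: DMSO with and without IMP-1; Repeats: singlicate testing.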
VIM-2 inhibitor: inhibitors of Pseudomonas aeruginosa VIM-2 metallo-beta-lactamase | inhibition, % at 5.6 µM | AID 1527 | purified VIM-2, nitrocefin hydrolysis, epi-absorbance fluorescence | 290,000 compounds, 0.89% hits;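 active means inhibition above the mean of all tested compounds plus 3 SD, cutoff set per screening run, cut at about 7.5% in these data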;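 further: red hydrolysis product quenches plate fluorescence so inhibitors raise well fluorescence; 0% = enzyme with DMSO and 100% = DMSO without enzyme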
MEKK2 mut-MEK5: signal of MEK5 binding to mutant human MEKK2 PB1 domain. bead flow cytometry, Alexa488-MEK5 binding to MEKK2 mutant. percent response, % at 10 µM. 290,000 compounds, 0.35% hits; in the data active means percent response above about 24%, passing the limit was not always enough; further: inactives centre near 1; some results filed as inactive read as strong as hits
MEKK2 WT-MEK5: raises or lowers MEK5 binding to wildtype human MEKK2 PB1 domain. bead flow cytometry, Alexa488-MEK5 binding to MEKK2 WT; actives lie on both sides. Q9Y2U5. binding response (% of control), % at 10 µM. 290,000 compounds, 1.1% hits; in the data active means binding response below about 67% or above about 130%
* = called active by the depositor; x = no result given; [ ] = remark or other dose. Not a hit list, and some 4.7% of all compounds hit somewhere here.

SMILES	UBC9 SUMO inh	M18AAP inhibitor	HCV NS3 hel inh	DNA FID counter	NALP1 inh	IMP-1 inhibitor	VIM-2 inhibitor	MEKK2 mut-MEK5	MEKK2 WT-MEK5
Clc1ccc2c(c1)-c1[nH]ncc1CS2	15	-3	-16	-1	14	-1.5	0.8	-2	96
CN1CCN(C(=O)CCN2C(=O)/C(=C\c3ccccc3F)SC2=S)CC1	0	6	-11	15	7	0.4	2.7	7	107
CCCc1cc(=O)oc2c3c(cc(OCC(=O)N[C@@H](C)C(=O)O)c12)OC(C)(C)CC3	21	-2	23	-23	19	-0.1	18*	-4	98
C=CCn1c(=S)[nH]c2nc3c(cc2c1=O)CCCC3	-9	-10	-4	-3	0	-2.5	-1.4	-2	101
Cc1ccc(-c2cc(Cc3ccccn3)c(=O)[nH]n2)cc1	17	1	14	-17	x	-3.0	-2.5	2	96
O=C(NCc1ccc2c(c1)OCO2)c1ccc(CS(=O)Cc2cccc(Cl)c2)o1 (stereo not drawn)	2	5	-3	-39	17	-2.8	-4.7	0	96
O=C(c1cc2ccccc2oc1=O)N1CCN(c2ccccn2)CC1	10	-5	0	-7	11	-4.0	-1.9	6	111
O=C(Cc1ccccc1F)OCN1C(=O)c2ccccc2C1=O	-11	0	22	-26	-6	0.4	-2.6	-1	98
O=C(COC(=O)/C=C/c1cccc(C(F)(F)F)c1)NCc1ccccc1	21	-2	-13	0	32	-1.8	-1.3	-1	97
CCCS(=O)(=O)c1ccc(COC(=O)c2ccc(NC(C)=O)cc2)cc1	-17	0	-14	-16	34	-1.4	-2.7	7	101
CC(=O)c1ccc(NC(=O)N[C@@H](CC(C)C)C(=O)O)cc1	-22	-5	0	0	-5	-0.5	-1.9	-1	95
O=C(O)c1nccnc1C(=O)NCc1csc2ccc(Cl)cc12	13	7	-10	-8	x	-0.6	-0.9	-6	95
Cn1cccc1CNCc1ccc(F)cc1	-2	-3	4	-11	10	-2.9	-1.1	-3	96
O=C(COc1ccccc1-c1ccccc1)N/N=C/c1ccncc1	9	1	-1	-21	-7	-0.6	-1.9	-6	95
O=C1CC(/C=C/c2ccccc2)=Nc2ccccc2N1	0	8	-12	-12	3	-2.6	1.0	-6	85
O=C(/C=C/c1cccs1)N1CCN(c2ccc(F)cc2)CC1	-4	3	-5	-24	-11	-5.2	-1.4	-30	62*[inhibitor]
Cc1ccc(OCc2cc(C(=O)N3CCCC(O)C3)no2)cn1 (stereo not drawn)	6	-8	-6	-10	-6	-0.7	-0.6	-4	99
c1ccc2oc(C3=NNC(=NC4CC4)SC3)cc2c1	12	19	-4	-6	18	-5.0	-3.6	-1	93
N#Cc1cnn(-c2cccc(Cl)c2)c1N	18	-4	-12	-5	8	-2.6	-1.2	0	103
Cc1cccc(-n2c(Cc3cc(=O)[nH]c(=O)[nH]3)nnc2SCC(=O)NCc2ccco2)c1	x	7	2	-10	x	-4.1	-8.3	x	x
CC(=O)Nc1cccc(NC(=O)CCn2c(=O)sc3ccccc32)c1	1	-3	-17	-7	-8	-2.2	-3.7	0	97
Cc1ccc(-c2nnc(COC(=O)c3cc(=O)[nH]c4ccccc34)o2)cc1	13	0	6	-41	-6	-2.3	-1.8	2	100
CCc1ccc(CCC(=O)Nc2nc(CC(C)=O)ns2)o1	-4	2	11	-7	2	-3.9	-2.5	-3	96
Cc1ccc(S(=O)(=O)N2CCC(C(=O)N3CCC(C(=O)NCC4CCCO4)CC3)CC2)cc1 (stereo not drawn)	-1	-3	1	-29	8	-4.9	-6.1	x	x
CC1(C)C=Cc2c(c3c(c4c(=O)c(-c5ccc(O)cc5)coc24)OC(C)(C)CC3)O1	1	26	3	-29	-4	-3.5	-2.1	-10	82
O=C(C1CCCN(CCCc2ccccc2)C1)N1CCCCCC1 (stereo not drawn)	-6	1	-7	10	6	-2.7	-1.8	0	115
COc1ccc(CNC(=O)C(C)Cc2ccccc2)cc1O (stereo not drawn)	-11	0	0	-1	19	-2.6	-2.3	3	99
CCOCCCNC(=O)C(NC(=O)c1ccc(NC(C)=O)cc1)c1ccc(C)cc1 (stereo not drawn)	5	1	-4	-19	13	-1.9	-6.8	2	101
CCOc1ccc(CNC2CCCCCCC2)cc1OC	-1	0	-4	10	-5	-3.1	-1.1	7	110
O=C(NCCSc1c[nH]c2ccccc12)c1ccc(Br)o1	-4	8	-1	-5	29	-3.8	-2.4	12	109
Cc1c(C(C)(C(=O)O)c2c(C)n(C)c3ccccc23)c2ccccc2n1C	3	12	4	-20	6	-0.6	1.7	-13	92
COc1ccc(/C(O)=C(\C#N)c2nc3ccccc3n2C)cc1OC	-10	-5	-5	-16	4	-1.8	-0.9	1	101
COC(=O)C(CC(=O)c1ccc(C)cc1)n1cccn1 (stereo not drawn)	22	-7	0	-6	1	0.2	-2.3	11	109
CCc1c(C)nc2ncnn2c1NCCc1ccccc1	-9	0	2	-9	-4	-2.1	-1.2	1	101
O=C(N/N=C1\CCCc2ccccc21)c1cccc(Br)c1	16	-6	6	-5	4	-2.9	-4.4	-10	90
O=C(CN1CCN(c2ccccn2)CC1)Nc1ccc(F)cc1F	-2	2	2	-17	12	-4.2	-2.0	3	103
OCCCNC(=S)Nc1ccc(Br)cc1Cl	-5	7	0	-2	18	-2.2	-1.5	-14	83
CC(=O)Nc1ccc(NC(=O)C2CC(=O)N(c3cccc(C)c3C)C2)cc1 (stereo not drawn)	18	0	3	-14	19	-0.8	-1.7	0	100
CC(C)=CCN1CCN(Cc2cc3ccccc3[nH]2)CC1CCO (stereo not drawn)	11	3	-1	-2	-20	-1.0	-3.5	7	106
O=C1c2cccnc2C(=O)N1Cc1ccc(S(=O)(=O)NCc2ccco2)cc1	2	-1	-3	-14	18	-1.6	-0.5	-6	99

Some entries already given, limited to MEKK2 WT-MEK5 and UBC9 SUMO inh:
Molecule	MEKK2 WT-MEK5	UBC9 SUMO inh
COc1ccc(/C(O)=C(\C#N)c2nc3ccccc3n2C)cc1OC	101	-10
COC(=O)C(CC(=O)c1ccc(C)cc1)n1cccn1 (stereo not drawn)	109	22

More entries:
SMILES	UBC9 SUMO inh	M18AAP inhibitor	HCV NS3 hel inh	DNA FID counter	NALP1 inh	IMP-1 inhibitor	VIM-2 inhibitor	MEKK2 mut-MEK5	MEKK2 WT-MEK5
NC1=NC(c2ccccc2C(F)(F)F)N(c2ccc(F)c(Cl)c2)C(N)=N1 (stereo not drawn)	3	-16	-29	2	-43	-0.1	-0.2	5	104
COc1cccc(S(=O)(=O)Nc2ccc(C(=O)NCc3ccco3)cc2)c1	15	-4	4	-11	30	-2.9	-3.5	6	113
O=C(Cc1ccccc1)NNC(=O)c1cnccn1	4	8	11	7	27	1.1	-3.3	0	106
COc1cccc(C(=O)Cn2c(=N)n(C)c3ccccc32)c1	13	-3	1	-6	15	-2.3	-2.3	0	107
NCCCC[C@H](NC(=O)C1CCNCC1)c1nnc([C@@H](N)Cc2ccc(O)cc2)o1	9	2	-9	16	7	-2.3	-2.1	4	95
COc1ccccc1-n1cnnc1SCC(=O)Nc1ccccc1	-14	-3	5	-11	8	-3.7	0.7	-3	98
O=C(Nc1ccc(N2C(=O)C3C4C=CC(C4)C3C2=O)cc1)Nc1nnc(C(F)(F)F)s1 (stereo not drawn)	0	5	6	-4	12	-5.9	-2.5	6	107
CN(CC(=O)Nc1ccc(F)cc1)C(=O)CSc1nc2ncc(Cl)cc2[nH]1	13	0	-2	-3	40	-2.9	-4.4	-2	104
Cc1ccc2c(c1)c1nnc(SCC(=O)N3CCN(c4ccc(F)cc4)CC3)nc1n2CC(=O)O	7	9	6	-28	27	2.0	4.8	3	104
CC(=O)Oc1ccc(C2=NN(c3ccccc3)C(c3ccccc3)C2)cc1 (stereo not drawn)	11	-5	-10	-10	6	-2.7	-1.0	4	103
CCc1cccc(C)c1N(C(=O)Cn1c(COC)nc2ccccc21)C(C)COC (stereo not drawn)	18	-9	-2	-38	5	-0.7	-1.3	3	112
Nc1cc2c([N+](=O)[O-])cccc2o1	27	9	11	13	-6	-0.8	-2.2	12	100
CCOC(=O)C1CCN(C(=O)CSc2ccccc2Cl)CC1	-26	-4	5	-23	-3	-2.7	-3.7	1	108
Cc1ccc(C2Nc3ccccc3-c3nc4ccccc4n32)o1 (stereo not drawn)	8	3	5	-2	-6	-3.9	-0.5	3	102
Cc1cccc(S(=O)(=O)c2c(C)cc(C)[nH]c2=O)c1	13	4	-1	-2	6	-1.0	-0.8	0	104
c1ccc(CCn2c(C3CC3)nc3ccccc32)cc1	0	2	-9	-4	10	-0.9	-5.5	11	105
O=C(COc1ccc2ccc(=O)oc2c1)NC(Cc1ccc(Cl)cc1)C(=O)O (stereo not drawn)	2	6	28	-25	16	-0.1	-2.7	2	100
CNc1nc(CCN2C(=O)c3ccccc3C2=O)cs1	6	-2	-1	-6	17	-2.1	-0.7	0	103
CC(C)c1onc(C(=O)Nc2sc3c(c2C#N)CCC3)c1[N+](=O)[O-]	-1	22	5	-1	14	-0.9	-1.2	9	109
CCCc1c(C)c2cccc(C)c2[nH]c1=O	11	1	-2	-9	-1	-4.0	2.4	3	101
CCN1CCN(C(=O)CSc2ccc(C)cc2)CC1	14	-6	-24	-3	10	-1.4	0.0	3	109
COc1cccc(-n2c([S-])c(C(=O)Nc3ccc(C(F)(F)F)cc3)[n+]3ccccc23)c1	15	-2	-2	2	26	-1.6	-1.2	0	100
Cc1cccc(NC(=O)c2cnc3ccccn3c2=O)c1	8	0	-2	-3	x	-1.0	-1.3	3	103
COc1ccc(CN(C(=O)c2ccco2)C2CCS(=O)(=O)C2)cc1 (stereo not drawn)	-5	-2	1	-7	-11	-3.0	-1.7	14	107
CC1CCc2nc3ccc(S(=O)(=O)N4CCC(C(=O)N5CCCCC5)CC4)cc3c(C(=O)O)c2C1 (stereo not drawn)	11	-8	17	-43	-15	-3.0	-1.1	6	116
C#CCSc1nncn1C(=O)/C=C/c1ccccc1	15	5	1	-1	7	-3.3	-1.9	-1	95
CCC1CCCCN1CCCNC(=O)c1c(O)nc2ccccn2c1=O (stereo not drawn)	14	2	5	-3	4	-3.6	-1.4	2	106
CCOCCNC(=O)c1ccccc1C(=O)NCCOCC	13	-7	-1	2	7	-2.6	-2.8	-1	95
Cc1c(NC(=S)NC(=O)c2ccccc2Br)c(=O)n(-c2ccccc2)n1C	15	-14	-3	-21	-5	0.2	-0.3	3	106
CN(C)S(=O)(=O)c1ccc(S(=O)(=O)Nc2ccc3c(c2)oc2ccccc23)cc1	-3	2	-22	3	x	-1.8	-2.4	3	98
COc1cccc(CNC(=O)CCNC(=O)C2CCN(S(=O)(=O)c3ccccc3)CC2)c1	5	1	13	-34	11	-2.4	0.8	-1	101
